Screening data (PubChem)
Keap1-Nrf2 PPI = inhibitors of human Keap1-Nrf2 protein-protein interaction; inhibition, % at 9.4 µM; Keap1 Kelch-Nrf2 peptide fluorescence polarization, 1536-well; 340,000 tested, 0.15% active; in the data active means inhibition above about 12%; inconclusive means no clear call, values can overlap the other calls; inactive means below about 7.3%;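 further: human Keap1 Kelch domain with fluorescein labeled Nrf2 9mer peptide probe; 0% = neutral control wells and 100% = peptide positive control; higher means more block of Keap1 binding to Nrf2 peptide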
Arr AP2 block = blocks beta-arrestin peptide binding to AP2 adaptin; FITC-arrestin peptide / GST-AP2 beads, flow cytometry; AP2 beta2 appendage carries R879A mutation; inhibition, % at 10 µM; 340,000 tested, 0.31% active;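 active means inhibition above a set limit, near 3 SD of compounds lacking own fluorescence, cut at about 54% in these data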;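 further: plate controls were DMSO wells for no effect and 5 µM unlabelled arrestin peptide for full effect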
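System: GST-AP2 R879A glutathione beads. Medium: PBS with 0.05% Tween 20 and 0.1% BSA. Also added: FITC-arrestin peptide, 50 nM. Incubation: 12 min plus 1 h, RT. Measured by: high-throughput flow cytometry of beads, ex 488, em 535 nm. Evaluation: percent drop in bead-associated FITC signal.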
PvdQ inh = P. aeruginosa PvdQ acylase inhibition | purified PvdQ acylase, fluorescence plate reader | inhibition, % at 10 µM | 340,000 tested, 0.063% active | AID 488965; in the data active means inhibition above about 30%, passing the limit was not always enough; inconclusive means no clear call, values can overlap the other calls;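 further: 0% = vehicle neutral wells and 100% = reference inhibitor wells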
SR-BI DiI-HDL act = enhances SR-BI lipid uptake from DiI-HDL; CHO ldlA[mSR-BI] cells, DiI-HDL uptake fluorescence, 3 h; 100 = double the neutral-control signal; activation, % at 12.5 µM; 320,000 tested, 0.096% active;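 active means mean replicate activation of at least 60% and every replicate at or above 60%; inconclusive means mean or all-replicate condition met, but not both; inactive means mean below 60% and not all replicates reaching 60%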;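 further: 0% = median plate neutral-control signal and 100% = twice that signal; values of inactives mirror those of a sister screen read the other way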
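material = CHO ldlA[mSR-BI] cells | medium = Ham's F12 with 0.5% BSA, HEPES 25 mM, pH 7.4 | reagent = fluorescent DiI-HDL, 10 µg/mL final | compound dosing = single-point compound dose | incubation = 3 h, 37 °C | measured by = bottom-read fluorescence, 550/595 nm | measure = HDL uptake via cellular fluorescence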
DAGLB inhibitor = diacylglycerol lipase beta (human) inhibition. Q8NCG7. HEK293T DAGLB membrane lysate, EnzChek fluorogenic substrate. inhibition, % at 5.17 µM. 340,000 tested, 0.059% active. AID 504411; in the data active means inhibition above about 34%;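 further: 0% = enzyme with vehicle and 100% = wells lacking enzyme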
Target sequence (Q8NCG7 whole entry, looked up): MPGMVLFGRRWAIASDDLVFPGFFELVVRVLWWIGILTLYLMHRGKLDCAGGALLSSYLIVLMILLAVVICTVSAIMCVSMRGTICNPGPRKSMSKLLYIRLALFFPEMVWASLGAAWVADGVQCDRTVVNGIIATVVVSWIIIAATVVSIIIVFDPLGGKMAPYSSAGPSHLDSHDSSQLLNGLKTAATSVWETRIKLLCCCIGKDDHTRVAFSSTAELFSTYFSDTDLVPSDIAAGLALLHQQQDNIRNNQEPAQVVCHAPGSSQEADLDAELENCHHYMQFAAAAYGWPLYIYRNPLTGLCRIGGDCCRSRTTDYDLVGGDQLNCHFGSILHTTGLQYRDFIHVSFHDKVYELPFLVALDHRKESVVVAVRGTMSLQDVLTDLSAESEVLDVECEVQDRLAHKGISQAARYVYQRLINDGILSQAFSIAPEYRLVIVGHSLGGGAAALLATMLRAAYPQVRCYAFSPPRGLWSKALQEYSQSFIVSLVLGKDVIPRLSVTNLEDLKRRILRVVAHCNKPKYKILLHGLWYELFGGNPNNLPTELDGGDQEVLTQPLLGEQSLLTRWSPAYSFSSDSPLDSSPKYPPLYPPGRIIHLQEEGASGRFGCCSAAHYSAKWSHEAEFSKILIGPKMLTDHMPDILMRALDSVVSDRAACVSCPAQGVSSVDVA
PKA-R2B act = activates the human PKA-R2B holoenzyme complex. P22694+P31323. PKA-R2B holoenzyme dissociation, Cy5-IP20 fluorescence polarization; R2B truncated from residue 108, S112A mutant; 0% DMSO only, 100% 113 µM cGMP. activation, % at 11.4 µM. 340,000 tested, 0.079% active;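 active means activation above a cutoff set at the mean over all compounds plus 3 SD, cut at about 18% in these data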;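 further: higher means more holoenzyme dissociation and a rise in polarization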
Target sequence (P31323 whole entry, looked up, other chains not shown, the tested form may be a part): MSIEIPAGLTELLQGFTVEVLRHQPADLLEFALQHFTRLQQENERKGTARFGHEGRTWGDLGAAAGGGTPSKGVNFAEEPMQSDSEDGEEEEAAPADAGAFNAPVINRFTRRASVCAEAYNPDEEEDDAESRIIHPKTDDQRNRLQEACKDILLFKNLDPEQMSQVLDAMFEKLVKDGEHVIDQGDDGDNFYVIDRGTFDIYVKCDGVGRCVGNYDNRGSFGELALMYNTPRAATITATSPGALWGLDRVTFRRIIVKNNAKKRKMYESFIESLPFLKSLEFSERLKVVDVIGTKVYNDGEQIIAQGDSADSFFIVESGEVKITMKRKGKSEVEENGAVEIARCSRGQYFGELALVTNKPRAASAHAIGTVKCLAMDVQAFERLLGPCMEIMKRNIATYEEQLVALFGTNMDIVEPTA
Cardiac RTF inh = cardiac RTF calcium desensitization; IANBD-labeled cardiac RTF, Ca2+ fluorescence; 340,000 tested, 0.12% active; inhibition, % at 7.15 µM; P19429+P45379;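 active means inhibition above the mean inhibition of all tested compounds plus 3 SD, cut at about 17% in these data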;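 further: assay run at fixed EC70 calcium of 1.6 mM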
LANA DNA inh = blocks KSHV LANA C-terminal domain binding to DNA | inhibition, % at 9 µM | AID 504423 | MBP-C-LANA/FAM-LBS DNA binding, fluorescence polarization | 340,000 tested, 0.078% active;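 active means highest replicate inhibition at or above 60% at 9 µM, even if other replicates fall short; inactive means all replicates below 60% inhibition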;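 further: 0% = neutral control wells and 100% = 4 µM acridine orange control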
SR-BI HDL uptake = mouse SR-BI HDL lipid transfer inhibition. ldlA[mSR-BI] CHO cells, DiI-HDL uptake fluorescence, 3 h. 320,000 tested, 0.96% active. inhibition, % at 12.5 µM. Q61009;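 active means mean replicate inhibition of at least 70% and a set share of replicates each scoring 70 or more; inconclusive means meets just one of the two criteria; inactive means fails both criteria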;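 further: 0% = median of neutral control wells and 100% = median of positive control wells; values of inactives mirror those of a sister screen read the other way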
NSD2 inh = blocks human histone methyltransferase NSD2 | O96028 | NSD2 peptide methylation, AlphaScreen, 120 min | inhibition, % at 12.5 µM | 310,000 tested, 0.54% active; in the data active means inhibition above about 50%
* hit, by the source's call; ? = inconclusive; . = not tested or not shown.

SMILES	Keap1-Nrf2 PPI	Arr AP2 block	PvdQ inh	SR-BI DiI-HDL act	DAGLB inhibitor	PKA-R2B act	Cardiac RTF inh	LANA DNA inh	SR-BI HDL uptake	NSD2 inh
Cc1cc(NC(=O)CSc2nc3c(cc2C#N)CCCC3)no1	3	2	-3	-33	-1	11	-4	1.2	33	-2
COc1ccc(C2c3sc(=O)[nH]c3SC3C4CCC(C4)C23)cc1 (centres undefined)	-5	-9	-5	-41	2	0	-8	0.6	41	-1
CC(=O)C1C(=O)CC(C)(O)C(C(C)=O)C1c1ccc(N(C)C)cc1 (centres undefined)	-5	0	-6	-9	2	-2	1	-0.7	9	0
CCN(CC(=O)Nc1ccc(OC)cc1)C(=O)CSCc1c(C)noc1C	-6	-2	-16	-10	-3	0	-8	-1.7	10	0
COc1ccccc1NC(=O)Nc1ccc(Cl)c(S(=O)(=O)Nc2ccccc2OC)c1	3	9	5	-57	0	18	-17	-1.1	57	2
O=c1cc(-c2ccc(Cl)cc2)nc(N2CCN(c3ccccc3)CC2)[nH]1	-5	27	-10	-13	-1	-9	-10	0.2	13	0
CCc1ccc(CN(C(=O)COc2c(C)cccc2C)C2CCS(=O)(=O)C2)cc1 (centres undefined)	6	14	2	4	1	13	3	0.6	-4	2
Cc1ccc(-n2ncc3c(=O)n(CC(N)=O)cnc32)cc1	1	21	-12	-1	1	0	-7	1.6	1	2
CCCCNC(=O)C(=O)Nc1cc2c3c(c1)CCC(=O)N3CCC2	1	44	-1	.	-2	-6	-2	0.3	39	2
CC(C)(C)c1ccc2c(c1)C(c1ccc3c(c1)OCO3)CC(=O)O2 (centres undefined)	-4	3	-9	?	-3	-6	-8	-1.4	-350	.
O=C(Cn1c(=O)sc2ccccc21)NCCOc1ccccc1F	2	13	2	4	-2	-11	-1	0.7	-4	.
CCCCCn1c(SCC(=O)OCC)nc2cc(C(=O)NCc3ccco3)ccc2c1=O	-4	-3	1	-65	-4	-7	-2	-1.0	65	-1
O=C(Cn1nc(-c2ccccc2)c2ccccc2c1=O)Nc1ccc2c(c1)nc1n2CCOC1	-2	16	-7	42	0	5	-3	-0.7	-42	4
O=c1cccccc1NN=C1CCCCCC1	-1	15	-8	.	-3	2	-6	-0.4	.	0
COc1ccc(-c2cnnc(N/N=C/c3c(C)nn(-c4ccccc4)c3Cl)n2)cc1	-4	9	0	-58	1	-3	-7	-1.0	58	-2
COc1ccc(C2OC(=O)CC2C(=O)NC2CCCCCC2)cc1OC (centres undefined)	-4	-5	-18	19	-2	-4	-6	0.4	-19	-1
CC(C)N(CCn1c(=S)[nH]c2ccccc2c1=O)C(C)C	-3	-8	-6	5	-2	2	-18	-1.5	-5	3
Cc1ccc2nc(NC(=O)CSc3nc4ccccc4o3)sc2c1	-2	1	-14	-3	-4	-10	-4	-1.3	3	.
CCOc1ccc(N2CC(C(=O)Nc3ccccc3OC)CC2=O)cc1 (centres undefined)	-4	14	14	-17	1	6	-8	0.2	17	.
Cc1ccc(NC(=O)/C(=C\c2ccc([N+](=O)[O-])cc2)NC(=O)c2ccccc2)cc1	1	-3	-12	-22	-1	3	-4	2.0	22	4
CCN1CCN(c2ccc(S(=O)(=O)N3CCOCC3)cc2NC(=O)c2sccc2C)CC1	1	-5	-1	5	2	-10	-5	0.2	-5	13
CN1C(=O)c2ccc(N3CCCC3)cc2C1=O	-2	6	10	-14	-2	2	-13	1.1	14	2
COc1ccccc1OCC(=O)OCc1cc(-c2ccco2)on1	-5	19	-8	44	-4	-13	-6	-1.3	-44	2
N#Cc1c(SCC(=O)N2CCOCC2)nsc1SCC(=O)N1CCOCC1	-3	4	-4	8	3	1	1	0.4	-8	-3
COc1cccc(C2C(C(C)=O)=C(C)Nc3ncnn32)c1 (centres undefined)	0	6	-5	-13	0	7	1	3.2	13	1
Cn1c(CCN2CCCCCC2)nc2cc(NC(=O)Nc3ccccc3)ccc21	-1	20	-6	-6	0	0	9	-2.3	6	.
O=C(CCc1nnc(CCc2ccccc2)o1)NC(c1cccnc1)C(F)(F)F (centres undefined)	-5	7	-19	10	0	2	-11	-2.2	-10	-3
O=C(NC1CCCC1)c1ccc(CS(=O)(=O)Cc2ccccc2F)o1	0	3	-1	21	1	-3	-3	-0.5	-21	1
CCCn1c(N)c(C(=O)COC(=O)CNC(=O)c2ccccc2OCC)c(=O)[nH]c1=O	-4	-12	-20	6	2	-1	-9	-0.8	-6	-1
CC(=O)c1ccc(-n2nnnc2SCC(=O)Nc2sc(C)c(C)c2C#N)cc1	0	6	-8	-30	0	-7	-16	0.9	30	-1
Cc1cccc(-n2nc3c(c2NC(=O)c2ccc(S(=O)(=O)N4CCOCC4)cc2)CSC3)c1C	3	0	7	-30	2	15	-6	-1.6	30	-1
COc1ccc2nccc(C(N)=O)c2c1	-2	-3	-7	-13	-1	-1	-6	1.9	13	-4
Cc1ccc(C)c(N2CCN(C(=O)CCc3nc(-c4ccccc4C(F)(F)F)no3)CC2)c1	3	-9	9	3	-11	-5	-1	-2.1	-3	.
CC(C)(C)c1ccc(C(CC(=O)O)NC(=O)CSc2ccccc2)cc1 (centres undefined)	0	28	1	4	.	.	.	-1.2	-4	0
CCc1nc2cc([N+](=O)[O-])c([N+](=O)[O-])cc2[nH]1	2	-6	-8	24	2	1	-7	-0.2	-24	-1
COc1cccc(Nc2nnc(SCc3nc4ccccc4s3)s2)c1	4	10	2	2	0	-2	-6	-0.5	-2	-2
CCCCN(CC)CCNc1c(N2CCN(C(=O)OCC)CC2)c(=O)c1=O	0	29	2	33	-1	-2	-9	1.2	-33	13
O=C1C2C3C=CC(C3=C(c3ccccc3)c3ccccc3)C2C(=O)N1Cc1ccccc1 (centres undefined)	-4	11	-7	10	-18	5	-9	-0.3	-10	-5
CC(C)N(Cc1ccccc1)C(=O)CCS(=O)(=O)c1ccc2c(c1)oc(=O)n2C	-5	16	-13	29	-4	4	-2	0.8	-29	-14
NS(=O)(=O)c1ccc(N2C(=O)C3C4CC(C(Br)C4Br)C3C2=O)cc1 (centres undefined)	-2	27	3	0	-4	-4	2	1.0	0	-1
CCOC(=O)C1(Cc2cccc(OC)c2)CCN(Cc2ccc(C)s2)CC1	0	1	5	27	-7	7	-2	-1.8	-27	8
COc1ccccc1CNC(=O)[C@@H]1CCCN1C(=O)C1CCN(S(=O)(=O)c2ccc(C)cc2)CC1	-5	6	1	16	-1	-2	10	-0.4	-16	-1
CCN(CC)S(=O)(=O)c1ccc(C(=O)Nc2ccc(Cc3ccncc3)cc2)cc1	-2	56*	7	-29	0	0	6	0.6	29	-4
O=S(=O)(NCCCCCCNS(=O)(=O)c1c(F)cccc1F)c1ccc2c(c1)OCCO2	-2	1	-6	-5	-1	8	-21	1.6	5	.
CN(CC(=O)Nc1ccccc1)CC(=O)Nc1ccc(F)cc1	-1	26	-4	14	-6	4	6	-0.5	-14	-2
COc1ccc(COC(=O)C2=C(C)NC(=O)NC2c2ccc(O)cc2)cc1 (centres undefined)	5	35	2	-7	2	-7	-1	-7.8	7	1
COC(=O)CN1C(=O)COc2ccc(S(=O)(=O)NCc3ccccc3)cc21	-3	-11	-6	32	-1	-15	3	0.2	-32	-6
CCc1noc(C)c1C(=O)N1CCC(CCC(=O)Nc2cccc(OC)c2)CC1	-5	-4	-16	-17	-2	7	-1	-0.1	17	-4
Cc1ccc(Cl)cc1N1CCN(C(=O)COc2ccc3c(c2)CCC3)CC1	1	-4	-9	-30	-15	4	5	0.0	30	-2
COc1ccc2c(c1)C=CC1(O2)N(CCO)c2ccccc2C1(C)C (centres undefined)	-3	-1	-18	-41	3	3	5	2.0	52	.
Cc1ccc([N+](=O)[O-])cc1NC(=S)NC(=O)c1c(Cl)cnn1C	-3	2	-19	0	-3	-4	-6	-1.2	0	-3
O=C(NCc1ccco1)/C(=C/C=C/c1ccccc1)NC(=O)c1ccco1	-2	-5	-2	15	-1	3	-8	-0.4	-15	1
COc1ccc(S(=O)(=O)N(C)c2ccc(C(=O)N3CCOCC3)cc2)cc1OC	2	-2	-2	4	0	-7	7	4.3	-4	.
Fc1cccc2sc(Nc3nnc(-c4ccco4)o3)nc12	-1	-10	0	9	7	2	1	1.9	-9	-1
Cc1cc2c(c(C)c1CCO[C@@H]1O[C@H](CO)[C@@H](O)[C@H](O)[C@H]1O)C(=O)[C@@H](C)[C@@H]2O	-1	3	2	-3	0	11	-1	-1.3	3	.
COc1ccc(C(=O)NC2CCSc3ccccc32)cc1F (centres undefined)	-2	11	-4	-15	4	-4	6	0.7	15	.
CC(C)N(C(=O)CSc1nn2c(=O)c(C(C)(C)C)nnc2s1)c1ccccc1	-3	12	-5	25	0	-1	-5	1.8	-25	7
CCOC(=O)C1CCCN(S(=O)(=O)c2ccc(OC)cc2)C1 (centres undefined)	3	-7	-19	3	-3	0	-12	0.8	-3	9
Cc1ccc(S(=O)(=O)N2CCCC(C(=O)NCCc3ccccc3)C2)cc1 (centres undefined)	0	20	2	11	-2	2	1	-0.3	-11	0
CCOC(Cn1cc([N+](=O)[O-])c(=O)[nH]c1=O)OCC	-3	22	6	11	-2	1	-5	-3.6	-11	-2

Taken from the results shown, two compounds:
SMILES	Keap1-Nrf2 PPI	Arr AP2 block	PvdQ inh	SR-BI DiI-HDL act	DAGLB inhibitor	PKA-R2B act	Cardiac RTF inh	LANA DNA inh	SR-BI HDL uptake	NSD2 inh
CC(C)N(C(=O)CSc1nn2c(=O)c(C(C)(C)C)nnc2s1)c1ccccc1	-3	12	-5	25	0	-1	-5	1.8	-25	7
CCOC(=O)C1CCCN(S(=O)(=O)c2ccc(OC)cc2)C1 (centres undefined)	3	-7	-19	3	-3	0	-12	0.8	-3	9

Next part
SMILES	Keap1-Nrf2 PPI	Arr AP2 block	PvdQ inh	SR-BI DiI-HDL act	DAGLB inhibitor	PKA-R2B act	Cardiac RTF inh	LANA DNA inh	SR-BI HDL uptake	NSD2 inh
Cc1ccc(NP(=O)(c2ccc(N(C)C)cc2NC(=O)c2cccs2)N2CCOCC2)cc1Cl (centres undefined)	-5	-8	-29	12	3	2	-4	1.3	-12	-1
Cc1cc(C(=O)Nc2ccccc2C(=O)O)c(C)o1	0	17	-8	16	-2	-11	-1	-1.2	-16	-6
O=C1NC(=Nc2ccccc2)S/C1=C\C=C\c1ccco1	-5	0	-11	15	9	-5	-5	-0.2	-15	5
Nc1ccc2c(c1)COc1ccccc1O2	-7	3	-23	-10	0	0	-8	0.7	10	2
CCOc1ccc(-c2nnn(CC#N)n2)cc1OC	-4	1	-24	23	-2	-3	-4	1.7	-23	-5
O=C(NCc1cccs1)c1ccc2c(c1)ncn2C1CCCC1	4	-6	-4	8	-5	-3	0	1.3	-8	-1
